# KDM5B inh = inhibitors of human KDM5B histone demethylase | Q9UGL1 | KDM5B demethylase, FDH-coupled NADH fluorescence (FDH is formaldehyde dehydrogenase) | Potency, µM (highest dose often 57.7 µM), without a hit: top-dose activity change, negative = inhibition, usual class: inhibitors | actives 2.6% (n = 220,000) | AID 1347165; active = well fitted inhibition curve with a large enough effect; inconclusive = small, poorly fitted or top-dose-only effect; inactive = no such curve, though single readings can be large or run the other way; also: 0% is about no effect; nearly all actives have a fitted effect of over 70% in size
# Target sequence (Q9UGL1 whole entry, looked up): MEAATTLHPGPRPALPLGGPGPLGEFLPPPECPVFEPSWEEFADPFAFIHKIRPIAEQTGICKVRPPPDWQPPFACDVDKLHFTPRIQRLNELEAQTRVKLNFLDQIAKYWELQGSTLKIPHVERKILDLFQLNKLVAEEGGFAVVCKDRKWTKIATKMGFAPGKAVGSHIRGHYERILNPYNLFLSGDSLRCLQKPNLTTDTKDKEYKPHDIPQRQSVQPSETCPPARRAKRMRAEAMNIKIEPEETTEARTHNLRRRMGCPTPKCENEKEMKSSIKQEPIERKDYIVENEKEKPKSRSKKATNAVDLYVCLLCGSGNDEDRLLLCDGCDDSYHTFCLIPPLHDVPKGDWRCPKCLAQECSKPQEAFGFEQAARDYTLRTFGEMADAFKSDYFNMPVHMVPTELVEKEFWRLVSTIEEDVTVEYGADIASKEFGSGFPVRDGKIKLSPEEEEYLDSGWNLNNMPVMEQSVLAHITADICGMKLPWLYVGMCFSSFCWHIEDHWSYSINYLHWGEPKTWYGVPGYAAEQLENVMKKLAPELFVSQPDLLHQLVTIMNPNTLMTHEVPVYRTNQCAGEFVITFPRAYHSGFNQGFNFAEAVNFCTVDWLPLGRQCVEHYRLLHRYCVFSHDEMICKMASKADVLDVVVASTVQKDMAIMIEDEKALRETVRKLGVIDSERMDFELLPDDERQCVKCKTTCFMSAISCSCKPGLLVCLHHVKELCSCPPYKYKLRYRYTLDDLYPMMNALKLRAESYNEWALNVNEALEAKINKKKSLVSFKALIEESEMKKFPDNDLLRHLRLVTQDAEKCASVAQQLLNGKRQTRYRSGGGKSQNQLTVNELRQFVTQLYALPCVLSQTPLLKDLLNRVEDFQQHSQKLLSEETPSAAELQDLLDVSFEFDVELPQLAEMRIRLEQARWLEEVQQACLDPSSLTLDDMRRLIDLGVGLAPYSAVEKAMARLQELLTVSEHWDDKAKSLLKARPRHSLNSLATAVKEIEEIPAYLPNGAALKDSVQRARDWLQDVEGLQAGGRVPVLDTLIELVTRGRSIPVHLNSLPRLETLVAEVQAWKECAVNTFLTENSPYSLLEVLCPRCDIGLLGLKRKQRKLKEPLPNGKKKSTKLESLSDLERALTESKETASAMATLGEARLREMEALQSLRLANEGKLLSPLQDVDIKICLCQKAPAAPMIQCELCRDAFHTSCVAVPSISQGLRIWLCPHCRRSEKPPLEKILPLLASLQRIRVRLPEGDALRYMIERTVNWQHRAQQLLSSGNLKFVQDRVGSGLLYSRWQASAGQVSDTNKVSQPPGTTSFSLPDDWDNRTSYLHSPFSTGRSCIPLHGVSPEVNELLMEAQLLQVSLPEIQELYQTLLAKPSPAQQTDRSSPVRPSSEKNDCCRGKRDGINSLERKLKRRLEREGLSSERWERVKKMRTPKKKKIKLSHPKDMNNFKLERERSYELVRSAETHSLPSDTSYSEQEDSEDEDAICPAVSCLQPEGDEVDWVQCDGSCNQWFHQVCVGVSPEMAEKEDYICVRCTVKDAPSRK
#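 Compound dilutions met 200 nM (final) KDM5BΔAP for 10 min at room temperature before substrate addition. The substrate mix held 12.5 µM H3K4me3 with cofactors 25 µM α-ketoglutarate and 50 µM Fe²⁺. NADH signal gain over 30 min defined activity.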
# * hit, by the source's call; ? = inconclusive; [ ] = remark or other dose. Potency is read from the fitted curve at half-maximal effect.
Molecule	KDM5B inh
Cc1cnc(C(=O)N2CCOc3ccc(CN4CCCCCC4)cc3C2)cn1	-20%
COc1cccc(N2CCN(C(=O)c3cc4n(n3)CC(c3ccc(Cl)cc3)OC4)CC2)c1 (configuration not stated)	-13%
Cc1ccccc1N1CCN(C2CCCN(C(=O)c3ccc(-c4ccco4)cc3)C2)CC1 (configuration not stated)	?
COc1cccc(C(=O)Nc2cccc(C(=O)OCc3cc(=O)n4nc(C5CC5)sc4n3)c2)c1	2%
Cc1c(NS(C)(=O)=O)cccc1-c1nc2ccccc2s1	-11%
Cc1ccc(NC(=O)CN2C(=O)COc3ccc(S(=O)(=O)N4CCCCCC4)cc32)cc1C	-21%
Cc1ccc2cc(CCC(=O)NCc3ccco3)c(=O)[nH]c2c1	?
CC(Nc1oc(Cc2cccc3ccccc23)nc1C#N)c1ccccc1 (configuration not stated)	-21%
CCNC(=O)N1CCC[C@@H](O)[C@H](NC(=O)c2ccc(OCCOC)cc2)C1	23%[86.2 µM]
O=C(/C=C/c1cccs1)N1CCC(Cc2ccccc2)CC1	-12%
COc1nc(-c2ccccc2)c2cc(Br)ccc2n1	8%
CC1=C(C(=O)Nc2cccc(Cl)c2)C2(CCCCCC2)OC1=O	-7%
Cc1noc(C)c1-c1cc(-c2ccccc2)cn2cncc12	?
CC(C)NC(=O)C[C@@H]1O[C@H](CNC(=O)C2CC2)[C@@H](O)[C@H]1O	-32%[86.2 µM]
Cc1ccc(CNC(=O)NCc2noc3ccc(C)cc23)cc1	24%
O=C(N[C@@H]1CN(c2ncccn2)C[C@H]1CO)c1cc2ccccc2[nH]1	14µM*
CCN1C(=O)C2CC3(CCN(Cc4ccc(C)s4)CC3)CN2C1=O (configuration not stated)	19%
O=C(Nc1ccc(F)cc1F)c1ccc(S(=O)(=O)C2CCS(=O)(=O)C2)cc1 (configuration not stated)	-4%
c1ccc(CO[C@@H]2CO[C@H]3[C@@H]2OC[C@@H]3n2nnnc2SCc2ccco2)cc1	?
OCCN1CCN(c2cc(-c3nc4ccccc4s3)c3ccccc3n2)CC1	?
COc1ccc(Cl)cc1CNC(=O)c1scnc1C	11%
O=C(NCC(c1ccccc1)c1ccccc1)c1nn(-c2ccccc2F)nc1CO	?
COc1ccc(CN2C[C@@H]3C(C(=O)Nc4ccccc4)=NO[C@@H]3C2)cc1OC	-14%[86.2 µM]
Cc1noc(-c2ccc3c(c2)OCO3)c1C(=O)NCCC(c1ccccc1)c1ccccc1	20µM*
Cc1cc(S(=O)(=O)c2ccc([N+](=O)[O-])cn2)ccc1Br	-12%
N#CC1=C(N)Oc2nc[nH]c(=O)c2C1c1ccc2c(c1)OCO2 (configuration not stated)	3%
COC[C@@H]1CN(C(=O)c2cccc(C)c2)C[C@H]1c1nc(C2CC2)no1	1%
COc1ccccc1NC(=O)NC[C@H]1O[C@H](Cc2cc(C(C)(C)C)on2)CC[C@@H]1O	-8%[86.2 µM]
Cc1nn(C)c(C)c1S(=O)(=O)N[C@@H]1COCC[C@H]1OCc1ccccn1	40%[activator]
O=C(COC(=O)c1ccsc1)c1ccc2c(c1)OCCCO2	17%
Cc1ccc(C)c(Cn2ccn3nc(-c4ccccc4)c(CO)c3c2=O)c1	?
CCOC(=O)N1CCC(NC(=O)c2cc3ccc(OC)cc3[nH]2)CC1	28%
Cc1cc(C(F)(F)F)nn1-c1nc(-c2ccccc2)cc(C(F)(F)F)n1	-13%
CCC(=O)Oc1ccc(-c2nc3ccccc3c(=O)o2)cc1	-38%
COc1ccccc1N1CCN(C(=O)CN2C(=O)NC(c3ccc(C)cc3)C3=C2COC3=O)CC1 (configuration not stated)	-4%
CCOc1ccc(CNC(=O)Cn2nc(C)n3cccc3c2=O)cc1	-2%

# Additional structures:
Structure | KDM5B inh
Cc1cc2oc(C(=O)NCC(c3cccs3)N3CCCCCC3)cc(=O)c2cc1Cl (configuration not stated) | -20%
O=C(CSc1ncccn1)c1ccc(F)cc1 | -6%
Cn1cc(B2OC(C)(C)C(C)(C)O2)cn1 | -5%
CCc1ccc(NC(=O)c2cccc(N3CCCS3(=O)=O)c2)cc1 | -14%
O=C(O)C/C(=C/c1ccc(Br)cc1)c1nc2ccccc2s1 | -17%
COc1cccc(C(=O)Nc2ccc3oc(-c4cccnc4)nc3c2)c1 | ?
Cc1ccccc1NC(=O)COC(=O)c1ccc2nc(C)c(C)nc2c1 | 13%
C=CCNc1ccc(C(F)(F)F)cn1 | 19%
CCn1ccc(C(=O)N2CCC(N3C(=O)C(OCC4CC4)C34CCOCC4)CC2)n1 (configuration not stated) | -14%
COc1ccc(S(=O)(=O)N2CCN(Cc3nc4ccc(C)cc4o3)CC2)cc1OC | -16%
O=C1COc2ccc(C(=O)COC(=O)COc3ccccc3[N+](=O)[O-])cc2N1 | 17%
CCC1CCC/C1=N\NC(=O)c1ccoc1C (configuration not stated) | 5%
CN1CCC2(CC1)CN(C(=O)c1cncc(Br)c1)Cc1ccccc1O2 | 7%
COc1ccc(/C=C2\Oc3cc(OS(=O)(=O)c4ccc(C)cc4)ccc3C2=O)cc1OC | 26%
COc1cccc(CNCC2CNCCO2)c1OCCN1CCOCC1 (configuration not stated) | 22%
Cn1c(C(=O)Nc2ccc(C(N)=O)cc2)cc2ccccc21 | 8%
Cc1ccc(C)c(C(=O)N2CCN(c3cc(-c4ccccc4)[nH]n3)CC2)c1 | -30%
CC(C)(Oc1nn(CCOc2ccccc2)c2ccccc12)C(=O)NCCCn1ccnc1 | -4%
Cc1nn(CC(=O)c2cc(C)n(C(C)C)c2C)c(=O)c(C#N)c1C | -25%
O=c1ccc(-c2cc(-c3cccc4cn[nH]c34)cn3cncc23)c[nH]1 | ?
CN(C)CCN(C)[C@@H]1[C@H](O)[C@H](CO)O[C@@H]1CNC(=O)c1cccc(F)c1 | -18%
COc1ccc(-c2noc(CN(CC3CCC(=O)N3)C(C)C)n2)c(OC)c1OC (configuration not stated) | -12%
CCOC(=O)c1noc2nc(C)n(CC(=O)NC(C)CC)c(=O)c12 (configuration not stated) | -28%
COc1cc(=O)n(-c2ccccc2C)nc1C(=O)NCc1ccc(Cl)cc1 | 15%
CCN1CC(CN(C)C(=O)c2nn(Cc3ccccc3)c(=O)c3ccccc23)Oc2ccccc21 (configuration not stated) | -6%
Cc1ccc(N2CCN(C(=O)c3cc4n(n3)CC(c3ccc(Cl)cc3)OC4)CC2)c(C)c1 (configuration not stated) | -31%
CCCCCNc1ncnc2c1CN(c1ccc(Cl)cc1)C(=O)CN2C | ?
COc1ccc2cc(-c3nc(-c4cccc(OC)c4OC)no3)c(=O)oc2c1 | -17%
C[C@H]1[C@@H]2[C@@H](O)C([C@H](C)C(=O)NCc3ccccc3)CC[C@@]2(C)CC[C@@H]1NC(=O)C1CCCCC1 (some centres not stated) | 2%
Cc1cc(N/N=C/c2cccc(Cl)c2)nc(-n2nc(C)cc2C)n1 | ?
COCCOCC(=O)N1CC(Oc2ccc(-c3noc(-c4ccccc4)n3)cc2)C1 | 1%
CN1CCC(N[C@H]2C[C@@H](Cc3cc(C(C)(C)C)on3)C2(C)C)CC1 | 6%[86.2 µM]

# As entered above:
# Result for Cc1ccc(CNC(=O)NCc2noc3ccc(C)cc23)cc1 under KDM5B inh: 24%
# Result for COc1ccc2cc(-c3nc(-c4cccc(OC)c4OC)no3)c(=O)oc2c1 under KDM5B inh: -17%
# Result for Cc1nn(CC(=O)c2cc(C)n(C(C)C)c2C)c(=O)c(C#N)c1C under KDM5B inh: -25%
# Result for Cc1ccccc1NC(=O)COC(=O)c1ccc2nc(C)c(C)nc2c1 under KDM5B inh: 13%
# Result for CC(Nc1oc(Cc2cccc3ccccc23)nc1C#N)c1ccccc1 (configuration not stated) under KDM5B inh: -21%

# New compounds follow.
Structure | KDM5B inh
CCOc1ccc(NC(=O)Cn2c(=O)n(-c3cccc(Cl)c3)c(=O)c3c2c2cc(C)ccc2n3C)cc1 | ?
O=C(N/N=C/c1cc(Br)c(Br)o1)c1ccc2c(c1)OCCO2 | -19%
CC(CNC(=O)CCCn1c(=O)c2cccn2c2ccccc21)c1ccccc1 (configuration not stated) | -24%
CCN(c1ccc(NC(=O)c2n[nH]c(=O)c3ccccc23)cc1)C(C)C | 25%
CN1CCN(c2ccc(-c3cccc(NC(=O)C4CCCCC4)c3)nn2)CC1 | 6%
O=C(c1ccc(Cl)cc1)N1CCC2(C1)C(=O)N(CCc1ccccc1)c1ccccc12 (configuration not stated) | -24%[115 µM]
COc1ccc(C2Cn3nnc(C(=O)NCc4cccc(C(F)(F)F)c4)c3CO2)cc1 (configuration not stated) | 29%
CCc1ccc(S(=O)(=O)c2nnn3c2nc(NCCNC(C)=O)c2cc(Cl)ccc23)cc1 | -11%

# Molecules above with bromine:
Structure | KDM5B inh
COc1nc(-c2ccccc2)c2cc(Br)ccc2n1 | 8%
Cc1cc(S(=O)(=O)c2ccc([N+](=O)[O-])cn2)ccc1Br | -12%
O=C(O)C/C(=C/c1ccc(Br)cc1)c1nc2ccccc2s1 | -17%
CN1CCC2(CC1)CN(C(=O)c1cncc(Br)c1)Cc1ccccc1O2 | 7%
O=C(N/N=C/c1cc(Br)c(Br)o1)c1ccc2c(c1)OCCO2 | -19%

# Going on with the list:
Structure | KDM5B inh
CC(OC(=O)c1cccs1)C(=O)c1ccccc1 (configuration not stated) | -11%
CCOCCCNC(=O)N1CCC2(CC1)CC(N(Cc1ccc(F)cc1)C1CC1)CCO2 (configuration not stated) | 13%
Clc1ccc(-n2nnnc2-c2cnc3ccc(Cl)cc3c2-c2ccccc2)cc1 | ?
COc1cccc(CCC(=O)N2C[C@@H](C(N)=O)[C@H](c3nc(C)no3)C2)c1 | -12%
CC1C(=O)N(Cc2ncc(-c3ccccc3)o2)C(=O)N1c1ccccc1 (configuration not stated) | -10%
CC(C)CC(C)N(C)CC(=O)NC(C)(C#N)C1CC1 (configuration not stated) | -15%
COc1cccc(-c2cc(C(=O)O)cc(S(=O)(=O)N3CCSCC3)c2)c1 | 0%
COc1ccccc1C(=O)N1N=C(c2ccc(NS(C)(=O)=O)cc2)CC1c1cccs1 (configuration not stated) | 9%
COCC(=O)N[C@@H]1CNCC[C@@H]1c1nc(C)no1 | 158%[activator]
Cc1cccc(N2C(=O)CSC23C(=O)N(CC(=O)Nc2cccc(Cl)c2)c2ccccc23)c1 (configuration not stated) | -13%
CC[C@@H](C)[C@H](NC(=O)COc1ccc2c(=O)c(-c3ccc(Cl)cc3)c(C)oc2c1)C(=O)O | 15%
COCCNC(=O)[C@@H]1CCC[C@@H](NC(=O)c2ccccc2)CN(C)C(=O)C1 | -6%[86.2 µM]
Cc1oc(-c2ccccc2)nc1C(=O)NC(C)CN1CCOCC1 (configuration not stated) | 9%
COc1ccc(C2C(C(=O)c3cccs3)=C(O)C(=O)N2c2cccc(C)n2)cc1OC (configuration not stated) | -8%
CCc1ccccc1NC(=O)Nc1nnc(N(CC)c2ccccc2)s1 | -5%
Cc1cc(C)n(CCc2nc3c4ccccc4nc(N4CCN(c5ccccc5)CC4)n3n2)n1 | ?
CCc1cc(=O)n(CC(=O)Nc2cc(C)ccc2OC)c(-c2ccccc2)n1 | -13%
COc1ccc(Cl)cc1NS(=O)(=O)c1cc(-c2cc(C)no2)ccc1C | -8%
O=C1NCc2ccccc2CC12CCN(Cc1ccc(CO)o1)CC2 | -1%[149 µM]
CCn1ccc(C(=O)NCC2Cn3cccc3CN2Cc2ccccc2)n1 (configuration not stated) | 28µM*
CN(C(=O)C1=CC(c2ccc3c(c2)OCO3)=NS(=O)(=O)N1C)c1ccccc1 | -22%
Cn1nc(-c2nncn2-c2ccccc2)c2c1CCN(C(=O)CN1CCCCCC1)C2 | -29%
CC(C)n1c(C2CCN(C(=O)c3cn[nH]c3-c3ccc(F)cc3)CC2)nn(C)c1=O | 26%
O=C(NC(=S)Nc1ccccc1[N+](=O)[O-])c1ccccc1Cl | 6%
O=C(NCc1nnc(SCC(=O)N2CCCC2)o1)c1ccccc1 | -28%
Cc1ccccc1NC(=O)Cn1nnc(C(=O)NCCc2ccccc2)c1N | -12%
Cc1ccc(C2Cn3nnc(C(=O)N4CCC(C(=O)NCc5cccnc5)CC4)c3CO2)cc1 (configuration not stated) | 30%
Cc1ccc(C(=O)N2CCC3(CC2)CC(=O)c2ccc(Cl)cc2O3)cc1 | -19%
COc1ccc(S(=O)(=O)N[C@H]2C[C@@H](c3nc(-c4cnccn4)no3)N(C)C2)cc1 | -12%[86.2 µM]
Cc1ccc(NC(=O)CN2C(=O)CCc3ccccc32)cc1C | -20%
CCc1ccc(-c2nc(C(=O)N3CCN(C(C#N)c4ccc(F)cc4)CC3)cs2)cc1 (configuration not stated) | -12%
Cc1c(C)n(Cc2ccccc2)c2ccc(C(=O)O)cc12 | -22%
Cc1ccc(C(=O)NC(C)C2CC3CCC2C3)s1 (configuration not stated) | 24%
CCCN(CC(=O)Nc1cc(Cl)ccc1Cl)C(=O)c1ccc(N2CCCC2=O)cc1 | 27%

# An excerpt from above in order of the KDM5B inh value, falling.
Structure | KDM5B inh
CCCN(CC(=O)Nc1cc(Cl)ccc1Cl)C(=O)c1ccc(N2CCCC2=O)cc1 | 27%
Cc1ccc(C(=O)NC(C)C2CC3CCC2C3)s1 (configuration not stated) | 24%
CCc1ccc(-c2nc(C(=O)N3CCN(C(C#N)c4ccc(F)cc4)CC3)cs2)cc1 (configuration not stated) | -12%
Cc1ccc(C(=O)N2CCC3(CC2)CC(=O)c2ccc(Cl)cc2O3)cc1 | -19%
Cc1ccc(NC(=O)CN2C(=O)CCc3ccccc32)cc1C | -20%
Cc1c(C)n(Cc2ccccc2)c2ccc(C(=O)O)cc12 | -22%

# Compound activity (PubChem)

# These rows are one share of the data (hit frequency here may not be typical).
